# WRN inhibitor: qHTS for Inhibitors of WRN Helicase | Potency, µM (doses to about 114 µM), for the others: top-dose activity change, negative = inhibition, usual class: inhibitors | WRN helicase unwinding, fluorescent forked duplex, kinetic | Bifunctional 3'-5' exonuclease/ATP-dependent helicase WRN (Homo sapiens), Q14191 | hit rate 0.46% among 360,000; note: potency is the fitted concentration of half-maximal effect; % is set by controls: 0 for no effect and ±100 for the full control effect; nearly all actives have a fitted effect of over 55% in size
#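 Screening of the MLSMR collection measured strand separation of a quenched forked DNA duplex (100 nM) by 20 nM WRN with 2 mM ATP, all final. Compounds were preincubated with enzyme 15 min at room temperature.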
# EPAC1 agonist: qHTS for Agonist of cAMP-regulated guanine nucleotide exchange factor 3 (EPAC1): primary screen; Potency, µM (top dose mostly 154 µM), without a hit: top-dose activation, hits mostly activators; hit rate 0.073% among 360,000; Rap guanine nucleotide exchange factor 3 (Homo sapiens), O95398; EPAC1 agonist qHTS, biochemical assay; response scale: 100% = response to 6.5 mM cAMP; AID 720707, 2013; note: potency is the fitted concentration of half-maximal effect; nearly all actives have a fitted effect of over 60% in size
#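 Read-out is the fluorescence drop as BODIPY-GDP leaves Rap1B (480 nm excitation, 540 nm emission), recorded every 5 minutes over 30 minutes. Reactions held 100 nM EPAC1, 250 nM Rap1B–BODIPY-GDP and 50 uM GDP, with 6.5 mM cAMP setting full activation.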
# PLK1 PBD inh: qHTS for Inhibitors of PLK1-PDB (polo-like kinase 1 - polo-box domain): Primary Screen. Serine/threonine-protein kinase PLK1 (Homo sapiens), P53350. hit rate 2.8% among 360,000. Plk1 PBD binding of FITC phosphopeptide, fluorescence polarization. Potency, µM, for the others: max response, negative = inhibition, actives largely listed as inhibitors; note: potency is the fitted concentration of half-maximal effect; series mostly up to about 57 µM; % is set by controls: 0 for no effect and ±100 for the full control effect; nearly all actives have a fitted effect of over 65% in size
# IL2 activator: qHTS of IL-2 Activators; IL-2 activation reporter assay, cell-based qHTS; stimulated with anti-CD3/CD4/CD28 beads; in transgenic mouse T cells; hit rate 0.065% among 360,000; activation, % (series mostly up to about 46 µM); in the data active = activation above about 50%; inconclusive = mostly about 30% to 49%; note: 0% is about no effect
#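 Unstimulated transgenic mouse T cells preincubated 60 min with compound, then stimulated with anti-CD3/anti-CD4-coated beads plus anti-CD28 for 18 h at 37 degrees C. IL-2 response read as EGFP and DsRed fluorescence by plate cytometry.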
# Abeta rescue: qHTS for compounds that reverse cellular toxicity of Amyloid beta (A-beta) peptide in yeast: Primary Screen | hit rate 0.063% among 410,000 | Potency, µM (doses to about 46.1 µM), inactives show top-dose growth rescue, usual class: activators | yeast expressing A-beta42, growth rescue, OD600, 48 h; response scale: 0% DMSO, 100% iron-clioquinol control; note: potency is the fitted concentration of half-maximal effect; nearly all actives have a fitted effect of over 55% in size
#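 Yeast A-beta toxicity model in growth medium with pinned compounds, 48 h at 30 C; growth read as absorbance at 600 nm. Normalized to FeCl3/clioquinol equimolar mix (positive) and DMSO (negative).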
# PI5P4K alpha inh: qHTS for Inhibitors of phosphatidylinositol 5-phosphate 4-kinase (PI5P4K) | Phosphatidylinositol 5-phosphate 4-kinase type-2 alpha (Homo sapiens), P48426 | PI5P4Kalpha enzyme, ADP-Glo luminescence, 60 min; stronger effect = lower value | max response, % | hit rate 1.2% among 330,000 | AID 652105, 2013; active = max response of -50% or lower; inconclusive = between -30% and -50%; inactive = -30% or higher; note: value at the top dose of about 77 µM; % is set by controls: 0 for no effect and ±100 for the full control effect
# Target sequence (P48426 whole entry, looked up): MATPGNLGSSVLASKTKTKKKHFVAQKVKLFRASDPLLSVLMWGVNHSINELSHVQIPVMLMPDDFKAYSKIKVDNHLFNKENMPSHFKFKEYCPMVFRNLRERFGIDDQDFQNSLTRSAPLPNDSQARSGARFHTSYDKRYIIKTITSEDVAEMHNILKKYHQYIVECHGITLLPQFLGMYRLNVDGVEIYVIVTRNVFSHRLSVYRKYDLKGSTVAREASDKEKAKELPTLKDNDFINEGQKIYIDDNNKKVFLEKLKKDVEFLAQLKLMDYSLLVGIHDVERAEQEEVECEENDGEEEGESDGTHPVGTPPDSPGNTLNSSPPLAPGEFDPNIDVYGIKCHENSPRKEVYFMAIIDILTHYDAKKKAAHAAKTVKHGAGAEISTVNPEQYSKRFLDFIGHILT
#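 Compounds were pin-transferred onto PI5P4Kalpha and substrate in HEPES pH 7.4 buffer with EGTA, CHAPS and 5% DMSO. ATP (5 microM final) started the reaction, which ran 60 minutes at room temperature before ADP-Glo detection.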
# EPAC1 antag: qHTS for Antagonist of cAMP-regulated guanine nucleotide exchange factor 3 (EPAC1): primary screen | EPAC1 GEF assay, Rap1b-BODIPY-GDP exchange fluorescence | AID 720709, 2013 | Rap guanine nucleotide exchange factor 3 (Homo sapiens), O95398 | hit rate 0.14% among 360,000 | Potency, µM (doses to about 115 µM), for inactives: at the highest dose activity change, negative = inhibition, most hits filed as inhibitors;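 note: potency is the fitted concentration of half-maximal effect; plate controls were vehicle for no effect and positive control for full effect; nearly all actives have a fitted effect of over 50% in size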
# aSyn yeast inh: qHTS of alpha-syn Inhibitors | Potency, µM (titrated, usually from 46.1 µM), for the others: top-dose growth rescue (activation), actives largely listed as activators | hit rate 0.14% among 370,000 | AID 652106, 2013 | Yeast expressing alpha-synuclein, growth rescue, BacTiter-Glo, 24 h; note: potency is the fitted concentration of half-maximal effect; % of control where 0% means no effect; nearly all actives have a fitted effect of over 65% in size
#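 Galactose-induced alpha-syn yeast (OD600=0.02, raffinose-pregrown) + pinned cpd, 24 hr, 30 deg C; growth by BacTiter-Glo luminescence. Growth restoration scores as activation.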
# FUS suppressor: qHTS for Suppressors of FUS Proteinopathy: Primary screen using FUS-linked yeast assay; hit rate 0.24% among 390,000; S. cerevisiae FUS-expressing, growth rescue, OD600, 24 h; Potency, µM (titrated, usually from 76.6 µM), inactives show top-dose growth rescue (activation), hits mostly activators;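 note: potency is the fitted concentration of half-maximal effect; plate controls were DMSO vehicle for no effect and reference control for full effect; nearly all actives have a fitted effect of over 55% in size; some results filed as inactive show a strong effect at the top dose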
#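 FUS-expressing yeast, raffinose-pregrown, induced in 2% galactose minimal medium at OD 0.005; compounds in a dilution series, 24hr at 30C. Growth restoration read as absorbance at 600 nm. CP55940 positive control, DMSO negative.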
# * hit, by the source's call; ? = inconclusive; / = not tested or not shown; & = joins results of further samples; [ ] = another dose, or the depositor's remark. Unless noted, calls come from the whole dose curve; as a rule, active = well fitted curve in the direction sought with a large enough effect; inconclusive = small, poorly fitted or top-dose-only effect, or another doubt; inactive = no such curve, though single readings can be large; an effect the other way counts as inactive or inconclusive. This is a subset; the hit share may differ from the screen's.
nr	Molecule	WRN inhibitor	EPAC1 agonist	PLK1 PBD inh	IL2 activator	Abeta rescue
1	O=C(c1ccc2c(c1)OCO2)N1CCC2(CC1)OCCO2	-1%	-2%	0%	-2.9	9%
2	COc1ccc(NC2(C#N)CCCCC2)cc1	11%	8%	-10%	1.5	2%
3	CCN(CC)C(=O)Cn1cc(C=C2C(=O)N(C)C(=O)N(C)C2=O)c2ccccc21	-2%	?	30µM*	-1.2	-17%
4	CC(Cc1ccccc1Sc1ccccc1)N(C)C (configuration not stated)	1%	-3%	5%	-4.5	12%
5	Cc1[nH]c2ccccc2c1C(=O)C(=O)N1CC2CC(C1)c1cccc(=O)n1C2 (configuration not stated)	2%	-4%	-23%	1.2	14%
6	CN(C)[C@@H]1C(=O)C(C(N)=O)=C(O)[C@@]2(O)C(=O)C3=C(O)c4c(O)ccc(Cl)c4[C@@](C)(O)[C@H]3C[C@@H]12	-3%	-8%	-15%	-0.7	-11%
7	O=C(O)c1ccccc1-c1ccc(C=C2C(=O)N(c3ccccc3)C(=S)N(c3ccccc3)C2=O)o1	?	4%	2.7µM*	0.3	-49%[inhibitor]
8	CC1=NN=C(c2ccc(N)cc2)c2cc3c(cc2C1)OCO3	-8%	?	-2%	0.6	-17%

nr	PI5P4K alpha inh	EPAC1 antag	aSyn yeast inh	FUS suppressor
1	/	2%	-2%	2%
2	4	-6%	-1%	-36%
3	5	30%[activator]	-1%	21%
4	1	-17%	0%	/
5	0	2%	0%	?
6	-19	-7%	-1%	8%
7	?	-20%	?	44%
8	-6	-12%	9%&6%&11%	17%

# Three structures from above, sorted by count of non-hydrogen atoms, descending:
nr	Molecule	WRN inhibitor	EPAC1 agonist	PLK1 PBD inh	IL2 activator	Abeta rescue
7	O=C(O)c1ccccc1-c1ccc(C=C2C(=O)N(c3ccccc3)C(=S)N(c3ccccc3)C2=O)o1	?	4%	2.7µM*	0.3	-49%[inhibitor]
6	CN(C)[C@@H]1C(=O)C(C(N)=O)=C(O)[C@@]2(O)C(=O)C3=C(O)c4c(O)ccc(Cl)c4[C@@](C)(O)[C@H]3C[C@@H]12	-3%	-8%	-15%	-0.7	-11%
4	CC(Cc1ccccc1Sc1ccccc1)N(C)C (configuration not stated)	1%	-3%	5%	-4.5	12%

nr	PI5P4K alpha inh	EPAC1 antag	aSyn yeast inh	FUS suppressor
7	?	-20%	?	44%
6	-19	-7%	-1%	8%
4	1	-17%	0%	/

# Quoted from above (six entries):
nr	Molecule	WRN inhibitor	EPAC1 agonist	PLK1 PBD inh	IL2 activator	Abeta rescue
2	COc1ccc(NC2(C#N)CCCCC2)cc1	11%	8%	-10%	1.5	2%
3	CCN(CC)C(=O)Cn1cc(C=C2C(=O)N(C)C(=O)N(C)C2=O)c2ccccc21	-2%	?	30µM*	-1.2	-17%
4	CC(Cc1ccccc1Sc1ccccc1)N(C)C (configuration not stated)	1%	-3%	5%	-4.5	12%
5	Cc1[nH]c2ccccc2c1C(=O)C(=O)N1CC2CC(C1)c1cccc(=O)n1C2 (configuration not stated)	2%	-4%	-23%	1.2	14%
6	CN(C)[C@@H]1C(=O)C(C(N)=O)=C(O)[C@@]2(O)C(=O)C3=C(O)c4c(O)ccc(Cl)c4[C@@](C)(O)[C@H]3C[C@@H]12	-3%	-8%	-15%	-0.7	-11%
7	O=C(O)c1ccccc1-c1ccc(C=C2C(=O)N(c3ccccc3)C(=S)N(c3ccccc3)C2=O)o1	?	4%	2.7µM*	0.3	-49%[inhibitor]

nr	PI5P4K alpha inh	EPAC1 antag	aSyn yeast inh	FUS suppressor
2	4	-6%	-1%	-36%
3	5	30%[activator]	-1%	21%
4	1	-17%	0%	/
5	0	2%	0%	?
6	-19	-7%	-1%	8%
7	?	-20%	?	44%

# Continued.
nr	Molecule	WRN inhibitor	EPAC1 agonist	PLK1 PBD inh	IL2 activator	Abeta rescue
9	Cc1ccc(C2=NN(CCC(=O)N3CCC4(CC3)OCCO4)C(=O)CC2)cc1	-17%	-1%	-3%	-3.4	-15%
10	C[C@@H]1CN([C@@H](C)CO)C(=O)CCCn2nncc2CO[C@@H]1CN(C)C(=O)Oc1ccccc1	12%	-11%	3%	1.7	2%
11	CCCCn1c(O)c(C(C)=NCC2CCCO2)c(=O)[nH]c1=O (configuration not stated)	-3%	5%	-6%	-3.3	1%
12	Cc1noc(C)c1CSc1nc2cc(S(=O)(=O)N3CCOCC3)ccc2o1	?	3%	21µM*	0.2	-8%

nr	PI5P4K alpha inh	EPAC1 antag	aSyn yeast inh	FUS suppressor
9	6	4%	-1%	-3%
10	3	10%	-3%	-4%
11	-1	-7%	2%	5%
12	-14	6%	-22%	-6%
